Compound activity: PubChem BioAssay, Broad Institute
C2C12 statin = suppression of simvastatin myotoxicity; actives 0.78% (n = 330,000); rescue of ATP level, % at 7.49 µM; C2C12 myotubes + simvastatin, ATP luminescence, 48 h; scaled: DMSO 0, geranylgeraniol control 100;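 active = mean ATP rescue above about 67%, or every replicate alone reaching that limit, limit read from the data, passing the limit was not always enough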;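 also: myotubes were challenged with 10 µM simvastatin during compound exposure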
Cneo AK release = causes C. neoformans cell lysis; AID 651654; lysis activity, % at 15 µM; adenylate kinase release luminescence, 4 h; normalised: neutral wells 0, clomiphene wells 100; actives 0.2% (n = 360,000);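 active = mean lysis activity across replicates of at least 80%, whatever share of replicates individually reach that level; inactive = mean lysis activity below 80%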
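Material: C. neoformans cells | Amount: Yeast cell density of 5 × 10^6 cells/mL | Medium: Fresh YPD growth medium | Dosing: Single dose | Times: Static 4 h at 37 °C with compound, 1 h detection | Detection: AK luminescence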
esBAF inh = blocks esBAF chromatin remodeling in mouse ES cells; Bmi1-luciferase knock-in reporter, 24 h; 100% = twice the neutral-well signal; reporter increase, % at 12.5 µM; actives 2% (n = 350,000); AID 602393; in the data active = activation above about 40%;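 also: 0% = median of the plate's neutral control wells and 100% = double that signal; a rise in the Bmi1 reporter signal indicates esBAF inhibition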
ERp5 block = ERp5 (human) disulfide isomerase inhibition; actives 0.05% (n = 350,000); inhibition, % at 9.99 µM; ERp5 insulin aggregation, absorbance 650 nm, 90 min; Q15084;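 active = mean replicate inhibition above about 25%, with every replicate also reaching it, limit read from the data, passing the limit was not always enough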
Target sequence (Q15084 whole entry, looked up): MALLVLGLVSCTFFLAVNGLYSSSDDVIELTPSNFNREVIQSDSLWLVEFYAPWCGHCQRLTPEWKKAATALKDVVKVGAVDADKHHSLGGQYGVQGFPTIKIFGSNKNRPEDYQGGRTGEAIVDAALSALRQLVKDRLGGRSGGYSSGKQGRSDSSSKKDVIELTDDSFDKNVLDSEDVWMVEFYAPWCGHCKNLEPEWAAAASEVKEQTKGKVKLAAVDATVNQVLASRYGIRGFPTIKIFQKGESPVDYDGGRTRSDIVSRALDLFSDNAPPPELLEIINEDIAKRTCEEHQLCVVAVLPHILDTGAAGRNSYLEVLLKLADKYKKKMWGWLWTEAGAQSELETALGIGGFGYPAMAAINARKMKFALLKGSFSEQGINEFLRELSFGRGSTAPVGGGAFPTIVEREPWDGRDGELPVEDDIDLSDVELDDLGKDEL
SIRT5 inh = blocks human SIRT5 desuccinylation of peptide. inhibition, % at 15 µM. actives 1.1% (n = 330,000). Q9NXA8. Purified SirT5, succinyl-peptide AMC, trypsin-coupled fluorescence. AID 652115; in the data active = inhibition above about 15%
Target sequence (Q9NXA8 whole entry, looked up): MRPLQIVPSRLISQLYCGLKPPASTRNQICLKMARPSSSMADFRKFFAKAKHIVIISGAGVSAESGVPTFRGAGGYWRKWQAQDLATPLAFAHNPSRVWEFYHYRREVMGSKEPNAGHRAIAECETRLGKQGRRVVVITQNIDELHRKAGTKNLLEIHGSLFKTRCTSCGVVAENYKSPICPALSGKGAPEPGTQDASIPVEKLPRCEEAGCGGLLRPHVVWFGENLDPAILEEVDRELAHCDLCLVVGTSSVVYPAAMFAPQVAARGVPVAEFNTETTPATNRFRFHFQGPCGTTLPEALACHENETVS
ARNT-TACC3 inh = disrupts binding between human ARNT and TACC3. Q9Y6A5. AlphaScreen His-ARNT PAS-B/GST-TACC3 binding, luminescence; TACC3 fragment carries E629A point mutation. inhibition, % at 9.99 µM. actives 0.66% (n = 390,000);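 active = mean inhibition of replicates at least 50% and at least half of replicates each reaching 50%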;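 also: 0% = complete ARNT plus TACC3 wells and 100% = ARNT alone without TACC3; many hits fall short of the cut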
miR122 inh = inhibitors of miR-122 in Huh7 cells | Huh7 miR-122 Renilla luciferase sensor, 48 h; neutral wells = 0, positive control = 100 | activation (reporter increase), % at 12.5 µM | actives 0.3% (n = 340,000);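 active = mean replicate activation score at least 90 and every replicate individually at or above 90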;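 also: higher luciferase means less miR-122 activity so hits act as miR-122 inhibitors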
* = called active by the depositor; nt = no result given; [ ] = another dose, or the depositor's remark.

Order of results – miR122 inh, SIRT5 inh, Cneo AK release, C2C12 statin, ERp5 block, esBAF inh, ARNT-TACC3 inh
1: CCOC(=O)C1CCCN(S(=O)(=O)c2ccc(Br)s2)C1 (stereo unspecified)
  -1, nt, 0, 9, nt, 0, -6
2: C[C@H]1CN([C@@H](C)CO)C(=O)c2cc(/C=C/c3ccccc3)cnc2O[C@@H]1CN(C)C(=O)Cc1cccnc1
  1[16.7 µM], 2, -1, 1, -1, 2, -4
3: CC1CC(NC(=O)/C=C/C(=O)O)CC(C)(C)C1 (stereo unspecified)
  16, 2, -3, 2, -4, -7, -2
4: COc1cc(OC)cc(C(=O)NC(C(=O)OCn2nnc3ccccc3c2=O)C(C)C)c1 (stereo unspecified)
  2, -2, 0, 5, -6, -2, -1
5: CC(=O)N(C)c1ccc(NC(=O)c2ccccc2C(=O)O)cc1
  -5, -4, 3, -3, -1, -2, -5
6: CC1(C)CC(NC(=O)CCc2ccccc2)CC(C)(C)N1
  1, nt, -3, 1, nt, -1, -5
7: Cc1ccccc1NC(=O)c1ccc(S(=O)(=O)N2CCCC2)cc1
  -3, 2, -1, -4, 6, -9, 10
8: CCCC(=O)Nc1ccc2c(c1)C(=O)N(C)[C@H]1CC[C@@H](CC(=O)NCCc3ccncc3)O[C@H]1CO2
  4[16.7 µM], 2, 3, -3, 0, -5, 0
9: Cc1ccc(-c2ccc3c(c2)O[C@@H](CN(C)C(=O)Nc2ccc(C(F)(F)F)cc2)[C@H](C)CN([C@@H](C)CO)S3(=O)=O)cc1
  53[16.7 µM], 6, -1, nt, 2, -1, 7
10: Cc1noc(C)c1NC(=O)Nc1ccc2c(c1)CC(=O)N([C@H](C)CO)C[C@H](C)[C@@H](CN(C)Cc1ccc3c(c1)OCO3)O2
  -1[16.7 µM], 1, -1, 25, -2, -5, -10
11: COc1ccccc1OCCNC(=O)C1CCCCC1
  -5, -6, 0, 6, -5, 8, -2
12: COC(=O)c1ccc(NC(=S)Nc2cccc(C)n2)cc1
  nt, -3, nt, nt, -6, nt, -1
13: COc1ccc(C)cc1NC(=S)NNC(=O)c1ccccc1Cl
  6, nt, 8, nt, nt, 11, 6
14: CC1=CC(C)(C)n2c(O)c(N=N)c3cc(C)cc1c32
  -2, -1, 0, nt, -3, nt, 13
15: CN1CCN(C2CN(Cc3cn(Cc4ccccc4C(F)(F)F)nn3)S(=O)(=O)C2)CC1 (stereo unspecified)
  2, -2, -3, -4, 5, 3, nt
16: CCN1C(=O)N(CC)c2cccc3cccc1c23
  nt, -2, 0, -6, -2, -3, -2
17: COc1cc(CCC(=O)Nc2ccc(S(=O)(=O)NC3=NCCCCC3)cc2)cc(OC)c1OC
  3, -9, 2, 3, -6, -2, -7
18: CCNC(=O)COC(=O)/C=C/c1cccs1
  0, -3, 1, 2, 1, -5, -13
19: C1COCCNCCOCCOCCOCCN1
  -3, nt, -4, -8, nt, -7, -3
20: C[C@@H]1CN([C@@H](C)CO)C(=O)Cc2cc(NS(=O)(=O)c3ccccc3)ccc2O[C@@H]1CN(C)CC1CCCCC1
  3[16.7 µM], -2, -4, 5, 6, 0, -9
21: CCSc1cc(N2CCCC2)nc(-c2ccccc2Cl)n1
  nt, 5, nt, nt, 0, nt, -4
22: COc1ccc(-c2cn(CC[C@H]3CC[C@H](N)[C@@H](CO)O3)nn2)cc1
  nt, -1, -9, 11, 2, 15, 9
23: COC(=O)C[C@H]1C=C[C@H](NS(=O)(=O)c2ccccc2F)[C@@H](CO)O1
  -6[16.7 µM], 1, -11, 0, 1, 3, -10
24: Cc1cccc(NS(=O)(=O)c2ccc3c(c2)CCN3C(=O)CCC(=O)O)c1
  6, 0, 1, 7, 0, 7, -4
25: O=S(=O)(NCc1ccco1)c1ccccc1Br
  6, -1, 2, 0, 2, 2, 2
26: O=C(NC1CCCCC1)n1c(=O)oc2cc(S(=O)(=O)N3CCCCC3)ccc21
  3, nt, -8, 1, nt, 6, -3
27: CCOC(=O)C1=C(COC(=O)/C=C/c2ccc(O)c(OC)c2)NC(=O)NC1C (stereo unspecified)
  nt, 10, nt, 6, -5, -1, nt
28: NN=C(c1cccc([N+](=O)[O-])c1)c1cccc([N+](=O)[O-])c1
  -2, -2, 0, nt, 3, nt, nt
29: COc1ccc(CN2CCNC(=O)C2CC(=O)N2CCCN(C(C)=O)CC2)cc1OC (stereo unspecified)
  -5, 2, 7, -3, -1, -7, -24
30: COc1ccc(N2CCN(C(CNS(=O)(=O)c3cccs3)c3cccnc3)CC2)cc1 (stereo unspecified)
  -1, nt, -3, -6, nt, 18, nt
31: O=C(CCS(=O)(=O)c1ccc(Br)cc1)Nc1ccc(Cl)cc1F
  3, nt, -1, nt, nt, nt, -9
32: O=c1[nH]c2cc3c(cc2cc1CN(Cc1cccnc1)Cc1nnnn1Cc1ccco1)OCCO3
  -2, 2, 0, -27, -4, -1, 12
33: Cc1nc(NC(=O)CN2CCOCC2)sc1C(=O)N(C)C
  nt, 0, 1, -4, 3, 5, 1
34: Cc1cccn2c(=O)c3cc(C(=O)NCCCN4CCCC4=O)n(C)c3nc12
  -5, nt, -2, 2, nt, 12, -11
35: COc1ccc(CN(C)C[C@H]2Oc3ccc(NS(=O)(=O)c4ccc(F)cc4)cc3CC(=O)N([C@@H](C)CO)C[C@@H]2C)cc1
  -10[16.7 µM], 0, -2, 67*, 0, 0, -3
36: COc1ccc(S(=O)(=O)N2CCC(C(=O)NC3CCCC3)CC2)cc1OC
  0, -1, -1, -3, -5, 0, 5
37: CN(C)CCC(=O)NCC1OCCc2ccccc21 (stereo unspecified)
  1, nt, 3, -4, nt, -4, -4
38: CC1CCCN(C(=S)NCCc2ccccc2)C1 (stereo unspecified)
  8, nt, 0, -1, nt, 14, nt
39: O=C(Nc1cccc(C(=O)O)c1)/C(=C/c1ccc2c(c1)OCO2)NC(=O)c1cccc(Br)c1
  nt, 5, nt, nt, -3, nt, 17
40: O=C(CC1OC(=O)c2ccccc21)c1ccco1 (stereo unspecified)
  14, nt, 8, 3, nt, 0, 4
41: CC(C)NC(=O)N1[C@@H]2CN(C(=O)Nc3ccc(Cl)cc3)c3ccccc3[C@@H]2[C@@H]1CO
  13[16.7 µM], nt, -12, 33, nt, 14, -4
42: CC(Sc1nnnn1-c1cccc(F)c1)C(=O)NC1CCCC1 (stereo unspecified)
  -8, -3, -1, -1, 0, 0, 0
43: CCOCCCNC(=O)C(NC(=O)c1cnccn1)c1ccc(C)cc1 (stereo unspecified)
  -11, nt, 17, -1, nt, 0, 24
44: COc1ccc(C(=O)NCC(C)CN(C)C)cc1 (stereo unspecified)
  -5, nt, -6, -9, nt, -5, 1
45: Cc1ccc(S(=O)(=O)N(C)C[C@H]2OCCCC[C@H](C)Oc3ccc(NC(=O)Nc4ccccc4)cc3C(=O)N([C@H](C)CO)C[C@H]2C)cc1
  5[16.7 µM], 1, -2, nt, 0, 4, -4

Part of the list above in order of molecular weight, descending:
Order of results – miR122 inh, SIRT5 inh, Cneo AK release, C2C12 statin, ERp5 block, esBAF inh, ARNT-TACC3 inh
31: O=C(CCS(=O)(=O)c1ccc(Br)cc1)Nc1ccc(Cl)cc1F
  3, nt, -1, nt, nt, nt, -9
36: COc1ccc(S(=O)(=O)N2CCC(C(=O)NC3CCCC3)CC2)cc1OC
  0, -1, -1, -3, -5, 0, 5
33: Cc1nc(NC(=O)CN2CCOCC2)sc1C(=O)N(C)C
  nt, 0, 1, -4, 3, 5, 1

(continued)
Order of results – miR122 inh, SIRT5 inh, Cneo AK release, C2C12 statin, ERp5 block, esBAF inh, ARNT-TACC3 inh
46: N#Cc1c(SCC(=O)Nc2ccccc2)nsc1SCC(=O)Nc1ccccc1
  nt, 0, nt, nt, -3, nt, -2
47: CC1(O)CC(c2ccc(Cl)cc2)=NN1C(=O)c1ccc([N+](=O)[O-])cc1 (stereo unspecified)
  nt, -4, nt, nt, 2, nt, -2
48: CCc1nc2ccccc2nc1N1CCN(S(=O)(=O)c2c(C)cc(Cl)cc2C)CC1
  -4, -4, 0, nt, -1, nt, nt
49: COc1ccc(NC(=O)N(C)C[C@H]2Oc3ccc(NC(=O)C4CCCCC4)cc3CC(=O)N([C@@H](C)CO)C[C@@H]2C)cc1
  2[16.7 µM], nt, 3, 16, 0, 2, -4
50: O=C(NC1CCCCCC1)c1cc2ccccc2oc1=O
  -3, 0, 1, 3, -1, 12, 7
51: C[C@]12CCC3C4(C=CC5(C=C4C(=O)c4ccc(F)c(F)c4)C[C@@H](O)CC[C@]35C)C1CC[C@@]2(O)CN1CCC(C(N)=O)CC1 (stereo partly specified)
  nt, -3, 0, nt, 2, nt, 2
52: CC1=NN2C(=N)/C(=C\c3cc(C)n(-c4ccc(C)cc4)c3C)C(=O)N=C2S1
  nt, -1, 1, -11, 3, 14, -10
53: C[C@@H]1CCCCO[C@@H](CN(C)S(=O)(=O)c2cn(C)cn2)[C@@H](C)CN([C@@H](C)CO)C(=O)c2cc(NC(=O)Nc3ccc(C(F)(F)F)cc3)ccc2O1
  -10[16.7 µM], nt, 0, -6, nt, 20, -5
54: COC(=O)c1c(C(=O)OC)c2oc3ccccc3n2c1Cl
  -3, nt, 0, -1, nt, -6, 3
55: CCCC1=C(C(=O)OCC)C(c2cccs2)C(C#N)=C(N)O1 (stereo unspecified)
  -1, nt, nt, -34, nt, -3, -14
56: O=C(CCc1nc(-c2ccccn2)no1)NCc1ccc2c(c1)OCO2
  6, 2, -3, 8, 2, -2, 1
57: C[C@H](CO)N1C[C@H](C)[C@H](CN(C)S(=O)(=O)c2ccc(Cl)cc2)Oc2c(NC(=O)Nc3ccc(C(F)(F)F)cc3)cccc2C1=O
  -5[16.7 µM], 5, -2, 12, 1, -3, -3
58: COc1ccc(C(=C(CC(=O)O)C(=O)OC(C)(C)C)c2cc(OC)c(OC)c(OC)c2)cc1OC
  -2, -4, nt, nt, -1, nt, 5
59: COCC(C)n1c(C)cc(C(=O)COC(=O)c2ccc(N3CCCC3=O)cc2)c1C (stereo unspecified)
  nt, nt, -1, 0, nt, 0, 0
60: CC(Oc1ccccc1)C(=O)NC1C(=O)N2C1SC(C)(C)C2C(=O)O (stereo unspecified)
  nt, -7, nt, nt, 1, nt, -5
61: C=CCn1cccc(C(=O)Nc2ccc(OC)c(Cl)c2)c1=O
  6, nt, -1, -5, nt, 56*, -1
62: O=C(N/N=C/c1cccs1)C(=O)N1CCCC1
  nt, 0, nt, nt, 0, nt, 5
63: O=C(c1ccccc1F)N1C[C@@H]2[C@H](c3ccccc31)[C@@H](CO)N2Cc1ccc2c(c1)OCO2
  -4[16.7 µM], 1, -1, -6, 7, -3, -8
64: O=C(C[C@H]1C[C@@H]2c3cc(NC(=O)C4CCOCC4)ccc3O[C@@H]2[C@H](CO)O1)NCc1ccccn1
  1[16.7 µM], 0, 0, -4, -1, -4, 1
65: Cc1cccc(C2c3[nH]c4ccccc4c3CCN2C(=O)c2nn(C)c(=O)c3ccccc23)n1 (stereo unspecified)
  -1, 0, -1, 30, -2, 9, -3
66: COC(=O)c1sccc1NC(=O)c1ccccc1
  nt, -4, nt, nt, -6, nt, -3
67: O=C(c1cc(=O)[nH]c2ccccc12)N1CCN(Cc2ccc3c(c2)OCO3)CC1
  2, -2, -2, 3, -5, 0, -2
68: Cc1sc2ncnc(N3CCC(C(=O)N4CC(C)SC4=Nc4ccc(Cl)cc4)CC3)c2c1C (stereo unspecified)
  -3, -1, -1, 6, -3, 4, nt
69: COCCNS(=O)(=O)c1cc(F)ccc1OC
  -5, nt, -1, 5, nt, 3, -3
70: O=C(C1CCCCC1)N1C[C@@H]2[C@H](c3ccccc31)[C@@H](CO)N2C(=O)c1ccccc1
  10[16.7 µM], 0, -2, 2, 2, 0, 3
71: COc1ccc(-c2csc(N=C(N)N)n2)cc1
  nt, 1, nt, nt, 7, nt, -4
72: CCC(=O)Nc1ccccc1Nc1cc(C#N)c(C#N)cc1[N+](=O)[O-]
  -6, nt, 2, nt, nt, nt, -3
73: CCOC(=O)N1CCN(C(=O)c2ccc(NS(=O)(=O)c3ccc(F)cc3)cc2)CC1
  nt, -3, nt, nt, 3, nt, 0
74: O=C1c2ccccc2C(=O)c2c1ccc1c(=O)n(C3CCCCC3)[nH]c21
  -4, 19*, 0, 2, 0, -4, -6
75: CC(C)C(=O)Nc1ccc2c(c1)C(=O)N(C)[C@H]1CC[C@H](CC(=O)Nc3ccccc3F)O[C@@H]1CO2
  10[16.7 µM], 4, 2, 24, 5, -1, -15
76: CC(=O)Nc1ccc(S(=O)(=O)NN=c2sc3ccccc3n2C)cc1N
  -7, -1, 3, 3, 1, 5, nt
